# Source: PubChem
# MC4R barr agon = activates human MC4R beta-arrestin recruitment; P32245; U2OS MC4R beta-arrestin complementation, luminescence; percent of melanotan II response, DMSO zero; activation, % at 8.9 µM; 360,000 compounds, 0.98% hits;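 active means activation above a per-plate cutoff, the mean activation of sample wells on that plate plus 3 SD, cut at about 8% in these data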
# SRC1 inh = inhibitors of human steroid receptor coactivator 1 (SRC1). Q15788. HEK293 GAL4-SRC1 luciferase reporter, luminescence. inhibition, % at 3.6 µM. 360,000 compounds, 0.12% hits. AID 588354;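 active means inhibition above the campaign mean plus 3 SD, with each screening campaign given its own cutoff, cut at about 60% in these data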;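 further: 0% = DMSO treated cells and 100% = gossypol at 36 µM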
# Target sequence (Q15788 whole entry, looked up, the tested form may be a part): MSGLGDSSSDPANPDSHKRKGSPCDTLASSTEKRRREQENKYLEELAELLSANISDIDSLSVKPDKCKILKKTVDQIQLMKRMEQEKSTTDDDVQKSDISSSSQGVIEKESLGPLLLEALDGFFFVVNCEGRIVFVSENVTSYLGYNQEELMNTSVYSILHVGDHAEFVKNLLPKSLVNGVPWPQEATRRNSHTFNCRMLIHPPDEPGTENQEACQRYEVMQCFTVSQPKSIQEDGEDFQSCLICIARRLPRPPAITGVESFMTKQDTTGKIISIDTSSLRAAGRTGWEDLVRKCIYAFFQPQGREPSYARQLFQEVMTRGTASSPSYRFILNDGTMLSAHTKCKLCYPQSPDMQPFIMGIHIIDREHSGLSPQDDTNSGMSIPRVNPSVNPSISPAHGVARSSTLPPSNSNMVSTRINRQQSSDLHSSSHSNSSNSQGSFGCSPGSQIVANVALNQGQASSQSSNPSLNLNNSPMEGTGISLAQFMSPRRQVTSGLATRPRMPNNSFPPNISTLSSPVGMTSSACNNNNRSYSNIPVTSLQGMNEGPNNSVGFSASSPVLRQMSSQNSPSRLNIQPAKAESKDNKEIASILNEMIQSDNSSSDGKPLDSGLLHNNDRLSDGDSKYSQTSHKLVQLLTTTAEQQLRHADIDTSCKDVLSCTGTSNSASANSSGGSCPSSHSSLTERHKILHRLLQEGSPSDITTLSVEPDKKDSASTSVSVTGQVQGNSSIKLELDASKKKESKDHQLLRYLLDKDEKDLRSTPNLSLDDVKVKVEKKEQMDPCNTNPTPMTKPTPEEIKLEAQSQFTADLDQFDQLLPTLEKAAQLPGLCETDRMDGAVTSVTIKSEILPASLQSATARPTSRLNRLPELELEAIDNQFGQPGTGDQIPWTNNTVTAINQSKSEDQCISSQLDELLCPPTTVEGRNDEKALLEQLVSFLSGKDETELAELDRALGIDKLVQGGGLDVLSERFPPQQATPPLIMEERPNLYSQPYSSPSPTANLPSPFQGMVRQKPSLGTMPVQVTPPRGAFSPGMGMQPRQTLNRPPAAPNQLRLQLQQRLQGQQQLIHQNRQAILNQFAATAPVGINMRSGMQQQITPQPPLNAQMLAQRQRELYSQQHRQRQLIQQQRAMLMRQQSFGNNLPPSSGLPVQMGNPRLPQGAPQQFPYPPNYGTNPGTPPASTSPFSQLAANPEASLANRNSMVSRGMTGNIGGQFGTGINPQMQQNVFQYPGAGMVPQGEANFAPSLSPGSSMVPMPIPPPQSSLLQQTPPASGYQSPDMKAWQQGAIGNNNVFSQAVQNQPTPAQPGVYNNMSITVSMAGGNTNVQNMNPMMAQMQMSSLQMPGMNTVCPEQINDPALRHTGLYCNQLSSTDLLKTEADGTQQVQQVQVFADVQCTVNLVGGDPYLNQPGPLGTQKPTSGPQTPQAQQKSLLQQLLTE
# NOD2-RIPK2 inh = inhibitors of human NOD2-RIPK2 interaction; O43353; CHO BLA complementation NOD2-RIPK2, CCF4 ratio; inhibition, % at 4.98 µM; 360,000 compounds, 0.38% hits; AID 624267; in the data active means inhibition above about 21%;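 further: 0% = vehicle only and 100% = reference blocker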
# COUP-TFII inh = NR2F2 (human) inhibition, primary screen | P24468 | HEK293T NGFI-A luciferase reporter, luminescence | inhibition, % at 8.6 µM | 370,000 compounds, 0.7% hits | AID 686940;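 active means inhibition above a per-plate cutoff, mean inhibition of test wells between control levels plus 3 SD, cut at about 38% in these data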;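 further: cells cotransfected with COUP-TFII expression vector driving the NGFI-A reporter; 0% = median of COUP-TF2 test wells and 100% = reporter-only cells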
# LMP1 NFkB inh = reduces LMP1-driven NF-kappaB luciferase signal; LMP1-induced NF-kappaB luciferase reporter cells, luminescence; 350,000 compounds, 0.69% hits; AID 504558; inhibition, % at 12.5 µM; in the data active means inhibition above about 41%;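 further: 0% = neutral control wells and 100% = reference inhibitor control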
# ABHD5 PLIN5 PPI = inhibitors of human ABHD5-perilipin-5 interaction; Split G. princeps luciferase complementation, luminescence, 4 h; 360,000 compounds, 0.78% hits; inhibition, % at 4 µM; Q00G26+Q8WTS1;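 active means inhibition above the mean inhibition across every tested compound plus 3 SD, cut at about 22% in these data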;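 further: 0% = DMSO only wells and the 100% control is not disclosed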
# MC4R antag cAMP = human MC4R antagonism in cAMP assay | MC4R-expressing cells, MTII-stimulated cAMP, LANCE TR-FRET | inhibition, % at 6.5 µM | 360,000 compounds, 0.48% hits | AID 540295;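 active means inhibition above its plate's cutoff, the mean of tested wells on that plate plus 3 SD, cut at about 29% in these data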;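 further: 0% = Melanotan II alone and 100% = Melanotan II plus saturating MCL0020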
#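 system = U2OS cells with stable human MC4R expression | also added = Melanotan II challenge after compound preincubation | dosing = one concentration, 6.5 µM nominal | incubation = compound 30 min, challenge 1 h, detection 1 h | measured by = TR-FRET with Eu-cAMP and labeled anti-cAMP, 671 nm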
# SRC2 inh = human SRC2 (NCOA2) inhibition; HEK293 GAL4-SRC2 luciferase reporter, luminescence; inhibition, % at 9 µM; 370,000 compounds, 0.17% hits; AID 651957;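 active means inhibition above the mean inhibition of all tested compounds plus 3 SD, set per campaign, cut at about 52% in these data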;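 further: 0% = DMSO treated cells and 100% = cells given Gossypol at 36 µM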
# SRC3 inh = inhibits human SRC3 coactivator | HEK293 GAL4-SRC3 luciferase reporter, luminescence | Q9Y6Q9 | inhibition, % at 3.6 µM | 360,000 compounds, 0.17% hits;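 active means inhibition above a per-campaign cutoff, the mean of all compounds plus 3 SD, cut at about 60% in these data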;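 further: 0% = DMSO-treated cells and 100% = gossypol-treated cells at 36 µM; higher means less SRC3-driven luciferase light from the GAL4 reporter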
# TLR9-MyD88 inh = blocks human TLR9 binding to MyD88; Q9NR96+Q99836; inhibition, % at 4.98 µM; CHO BLA complementation TLR9-MyD88, CCF4 FRET ratio; AID 504734; 340,000 compounds, 0.21% hits;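 active means inhibition above the mean over all tested compounds plus 3 SD, cut at about 21% in these data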;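 further: 0% = DMSO only wells and 100% = clavulanate BLA inhibitor control wells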
# LRH-1 inv ag = suppresses constitutive activity of human LRH-1 | inhibition, % at 3.6 µM | HEK293T StAR-luciferase reporter, LRH-1 transfected, 24 h | AID 602396 | O00482 | 360,000 compounds, 0.13% hits;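 active means inhibition above the mean inhibition of all tested compounds plus 3 SD, cut at about 73% in these data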;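 further: 0% = DMSO wells and 100% = reporter-only cells lacking LRH-1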
# Starred values were filed as active, the others as inactive; / = no result given.
# Start of the data: the first eleven records, to show the layout:
SMILES,MC4R barr agon,SRC1 inh,NOD2-RIPK2 inh,COUP-TFII inh,LMP1 NFkB inh,ABHD5 PLIN5 PPI,MC4R antag cAMP,SRC2 inh,SRC3 inh,TLR9-MyD88 inh,LRH-1 inv ag
CC1C(c2ccccc2)=[N+]([O-])C2(CCCCC2)N1O (stereo unspecified),-1.3,8,5,1,5,12,3,-20,16,0,0
COC(=O)c1ccc(/C=C/C(=O)O)cc1,-1.8,-8,6,21,1,-3,0,-17,-9,10,-7
CCCn1c(N)c(N(CCOC)C(=O)c2ccc(C#N)cc2)c(=O)[nH]c1=O,1.0,-8,0,-14,2,-8,-3,-29,-4,-1,13
COc1ccc(/C=N/NC(=O)CCCOc2ccc(Cl)cc2Cl)cc1,1.5,-9,-2,18,-10,-1,-1,-10,0,3,7
COc1ccc(S(=O)(=O)N2CCc3ccccc32)cc1C(=O)NC1(C)CCS(=O)(=O)C1 (stereo unspecified),-0.6,-2,5,8,-3,0,7,9,14,-1,-19
Nc1nnnn1/N=C/c1ccccc1O,-1.4,3,-1,-10,2,5,1,-58,1,-5,-10
O=C(COc1ccc(S(=O)(=O)N2CCCCC2)cc1)NCc1ccccn1,-0.3,-16,-3,-12,-1,0,-4,13,11,-7,5
Cc1ccc2[nH]c(=O)c(C(c3nnnn3C3CCCC3)N3CCCc4ccccc43)cc2c1 (stereo unspecified),0.4,-13,4,-3,13,-14,2,-21,-6,3,31
O=c1sc2ccccc2n1Cc1ccccc1,-2.3,-3,-10,0,-1,-3,1,-7,12,-6,12
C=CCn1c(=O)c2c(nc3n2CCS3)n(C)c1=O,-1.9,3,-11,-4,-11,4,0,-2,-12,6,2
CCc1c(C)nc(SCc2cccnc2)[nH]c1=O,-1.1,-14,1,/,13,6,10,/,6,13,-14

# Results (from the top)
SMILES,MC4R barr agon,SRC1 inh,NOD2-RIPK2 inh,COUP-TFII inh,LMP1 NFkB inh,ABHD5 PLIN5 PPI,MC4R antag cAMP,SRC2 inh,SRC3 inh,TLR9-MyD88 inh,LRH-1 inv ag
CC1C(c2ccccc2)=[N+]([O-])C2(CCCCC2)N1O (stereo unspecified),-1.3,8,5,1,5,12,3,-20,16,0,0
COC(=O)c1ccc(/C=C/C(=O)O)cc1,-1.8,-8,6,21,1,-3,0,-17,-9,10,-7
CCCn1c(N)c(N(CCOC)C(=O)c2ccc(C#N)cc2)c(=O)[nH]c1=O,1.0,-8,0,-14,2,-8,-3,-29,-4,-1,13
COc1ccc(/C=N/NC(=O)CCCOc2ccc(Cl)cc2Cl)cc1,1.5,-9,-2,18,-10,-1,-1,-10,0,3,7
COc1ccc(S(=O)(=O)N2CCc3ccccc32)cc1C(=O)NC1(C)CCS(=O)(=O)C1 (stereo unspecified),-0.6,-2,5,8,-3,0,7,9,14,-1,-19
Nc1nnnn1/N=C/c1ccccc1O,-1.4,3,-1,-10,2,5,1,-58,1,-5,-10
O=C(COc1ccc(S(=O)(=O)N2CCCCC2)cc1)NCc1ccccn1,-0.3,-16,-3,-12,-1,0,-4,13,11,-7,5
Cc1ccc2[nH]c(=O)c(C(c3nnnn3C3CCCC3)N3CCCc4ccccc43)cc2c1 (stereo unspecified),0.4,-13,4,-3,13,-14,2,-21,-6,3,31
O=c1sc2ccccc2n1Cc1ccccc1,-2.3,-3,-10,0,-1,-3,1,-7,12,-6,12
C=CCn1c(=O)c2c(nc3n2CCS3)n(C)c1=O,-1.9,3,-11,-4,-11,4,0,-2,-12,6,2
CCc1c(C)nc(SCc2cccnc2)[nH]c1=O,-1.1,-14,1,/,13,6,10,/,6,13,-14
O=C(c1ccc(F)cc1)N1CCN(S(=O)(=O)c2ccc3c(c2)OCCO3)CC1,-0.7,-3,-5,-2,8,-2,9,-6,5,7,19
O=C(CCN1CCOCC1)N1c2ccccc2Sc2ccc(Cl)cc21,0.1,-28,-1,-18,2,0,25,-6,3,-7,4
C=CCNC(=O)C(=O)NCC(c1ccc2c(c1)OCO2)N1CCN(c2ccc(F)cc2)CC1 (stereo unspecified),-1.5,-10,-13,11,-4,-2,13,-35,8,6,-4
C/C(=C\c1ccc(F)cc1)C(=O)c1c(C)cc(C)[nH]c1=O,-1.0,6,-8,4,19,-3,7,12,-1,-8,21
CC(=O)c1ccc(N2CCN(c3ncccn3)CC2)cc1,3.2,-71,-17,-30,-1,-1,-6,-36,-60,-7,-83
CN(C)Cc1ccccc1CCc1ccccc1,0.9,-5,1,17,/,6,18,4,20,/,-8
COc1cccc(CN(C)C(=O)c2ccccc2SCC(=O)N2CCCC2)c1,-0.7,-14,-7,7,-1,1,2,4,12,6,9
CCOC(=O)CN1C(=O)C(O)(CC(=O)c2ccccn2)c2ccccc21 (stereo unspecified),0.1,0,-12,-10,-13,-6,1,-9,9,-1,8
Nc1[nH]n2c(=O)c3c(nc2c1N=Nc1ccc(Cl)cc1)CCCC3,-0.6,-8,1,5,23,3,7,-16,-15,-2,-11
CCOC(=O)N1CCC(N2C(=O)c3ccc(C(=O)NCCOC)cc3C2=O)CC1,-0.8,10,4,-10,-1,2,17,-13,6,-1,-5
COc1cccc(NC(=O)COC(=O)c2c(C)noc2C)c1,-0.6,-15,-2,-11,0,-8,2,-2,16,-21,-7
Cc1ccc(Cn2nc3c4cc(F)ccc4n(Cc4ccc(F)cc4)cc-3c2=O)cc1,-2.7,-45,2,-7,3,-6,0,-17,-2,-1,3
Cc1ccc(CSC2=NCCN2C(=O)C2CC2)cc1,1.6,6,1,10,-3,-4,5,-3,-5,4,-29
O=C(/C=C/c1ccccc1)Nc1cccc(C(=O)N2CCCC2)c1,2.0,-32,-4,-18,4,-5,6,-7,-45,-11,-16
CCOC(=O)c1ccc(NC(=O)c2cccc(S(=O)(=O)N3CCOCC3)c2)cc1,-2.0,23,6,38*,7,-1,8,16,-3,-16,30
COc1cc(-c2nnc(SCc3ccccc3Cl)o2)cc(OC)c1OC,-0.6,-40,-3,-16,-1,-5,-7,5,-12,-6,-26
CCc1nn(CC(=O)N2CCN(c3ccc(F)cc3)CC2)c(=O)c2cc3occc3n12,-3.4,5,4,-17,0,2,2,12,-23,-1,3
O=C(NCCc1ccccc1)C1CCC(CNc2nc(=S)[nH]c3ccccc23)CC1 (stereo unspecified),-0.9,-14,3,-9,-1,7,1,-7,16,5,-1
COc1cc(CN2CCCCCC2)cc([N+](=O)[O-])c1O,-1.1,3,2,6,9,-6,-7,-16,-18,-5,12
O=C(Nn1c(C2CCCCC2)nc2ccccc2c1=O)c1cc(Cl)ccc1[N+](=O)[O-],-1.3,-8,1,13,-13,-9,4,-7,-1,9,-3
C/C(=N\NC(=O)CNc1ccccc1Cl)C(C)(C)C,-0.1,-1,6,3,-1,0,1,25,14,2,0
COc1ccc(NC(=O)CC2C(=O)N(c3cccc(OC)c3)C(=O)N2Cc2ccco2)cc1 (stereo unspecified),-0.6,11,10,5,0,5,0,-34,13,12,2
CCCNC(=O)NC(=O)CN1C(=O)NC(C)(c2ccc3ccccc3c2)C1=O (stereo unspecified),-0.2,-7,-5,9,-11,3,-1,17,-11,-2,-27
Cc1cccnc1,-0.1,4,6,-8,-4,-6,7,-15,3,-9,-11
CNC(=O)c1sccc1SCc1c(Cl)cccc1Cl,-0.7,9,5,21,8,3,-3,10,20,-5,-33
Cc1ccc(S(=O)(=O)N(CC(=O)N2CCC(C)CC2)Cc2ccccc2F)cc1,0.0,2,8,10,6,-1,1,13,17,5,4
CC(=O)Nc1ccc(S(=O)(=O)N2CCC(Oc3ccc(-n4cnnn4)cc3)CC2)cc1,-0.3,-31,-2,-11,1,1,6,1,5,-2,14
CCCCN(C(=S)NC(=O)c1ccccc1)c1c(N)n(Cc2ccccc2)c(=O)[nH]c1=O,1.1,-30,-13,9,7,-1,1,11,10,-1,2
COc1ccc(CN(C)C[C@@H]2OCc3cnnn3CCCC(=O)N([C@@H](C)CO)C[C@H]2C)cc1,-0.8,-16,1,3,-3,-1,-2,-17,-20,-9,-3
O=C(NC1CCCCC1)c1ccc(CS(=O)(=O)Cc2ccccc2F)o1,0.5,-23,-7,7,6,9,-7,2,5,-5,-3
O=C1N=NC(=O)N1c1ccccc1,0.6,-10,-2,-9,-2,0,18,5,-16,-1,-16
CC(C(=O)Nc1cccc([N+](=O)[O-])c1)N1CCN(C/C=C/c2ccccc2)CC1 (stereo unspecified),-0.3,6,11,-1,2,9,-9,8,19,-6,9
CN(Cc1ccccc1)C(=O)C1CCN(S(=O)(=O)c2ccc3nc4c(c(C(=O)O)c3c2)CCCC4)CC1,-0.9,7,-4,-4,-7,3,4,6,11,5,0
O=S(=O)([O-])CCC[n+]1ccc(Oc2ccccc2)cc1,-1.1,-8,-2,-6,-5,-7,16,-8,-17,-1,-9
CCOc1ccc(C(=O)NCC(=O)NCCOc2ccc(C)cc2)cc1,-0.9,9,-4,-11,0,2,-2,-30,8,-3,20
O=C(Nc1nccs1)c1ccc(S(=O)(=O)NCc2cccs2)cc1,0.1,0,-6,14,5,-8,2,1,-10,-16,-8
COC(=O)c1c(-c2cccc3ccccc23)csc1NC(=O)Cc1ccc(OC)c(OC)c1,-3.5,3,4,41*,2,-6,8,10,11,-5,-3
Oc1ccc(-c2nccc(-c3ccc(Br)cc3)n2)cc1,-0.1,2,-7,-22,12,-3,-9,-30,-20,-1,-2
COc1ccc(S(=O)(=O)N2CCCCCC2)cc1C(=O)NCCc1ccccc1,-2.8,-11,2,-15,-2,-6,3,12,-15,-5,-7
COc1ccc(NC(=O)/C(=C\c2ccc(OC)c(OC)c2)NC(=O)c2ccco2)cc1,-1.8,-7,-5,5,-6,5,5,16,15,8,-3
Cc1onc(-c2ccccc2)c1C(=O)OCCOc1ccc([N+](=O)[O-])cc1[N+](=O)[O-],-1.2,20,3,10,17,-1,7,12,16,-6,12
CCc1c(C)nc2[nH]ncn2c1=O,-1.3,-13,-1,8,-4,0,0,-18,3,-1,8

# A portion of the library; the hit share may differ from the screen's.
